# Screening results from PubChem.
# DPM-DC inhibit = S. pneumoniae DPM-DC inhibition | 0.49% of 65,000 active | calls only at 10 µM | purified DPM-DC, PK/LDH coupled NADH fluorescence | AID 556;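 active = the 320 compounds with the highest percent inhibition in the single-dose primary screen, excluding strongly autofluorescent ones, cut at about 32% in these data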;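 note: kinetic rate of NADH fluorescence loss reporting ADP formed by the decarboxylase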
# MK inhibit = inhibitors of Streptococcus pneumoniae mevalonate kinase; inhibition, % at 10 µM; AID 555; purified MK, PK/LDH-coupled NADH absorbance 340 nm; 0.48% of 65,000 active;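 active = ranked among the strongest by inhibition in the single 10 µM screen, a fixed top-ranked set picked for dose follow-up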; note: no value below 0 was filed
# KRASV12 cytotoxicity = viability loss of HPDE-C7K cells – cell-based, fluorescence, HTS, primary screen (AID 431). HPDE-C7K KRASV12 cells, Alamar Blue viability, 48 h; higher % means a stronger effect. cytotoxicity, % at 10 µM, or EC50 in µM where a hit was titrated. 1.7% of 63,000 active;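 active = compounds whose percent cytotoxicity in the single-dose primary screen, scaled between solvent and toxic-drug controls, exceeds 50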;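 note: 0% = DMSO solvent wells and 100% = doxorubicin-treated wells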
# LYP phosphatase = inhibition of human PTPN22 tyrosine phosphatase – biochemical, DiFMUP fluorescence, recombinant catalytic domain, 10 µM, primary screen (AID 606); recombinant LYP catalytic domain, DiFMUP fluorescence; higher % means a stronger effect; inhibition, % at 10 µM; hits with a dose series show IC50 in µM; 52,000 tested, under 10 active;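 active = IC50 under 40 µM in the dose-response test; inactive = IC50 of 40 µM or more, or never dose-tested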
# Spn PMK inh = inhibitors of Streptococcus pneumoniae phosphomevalonate kinase; purified PMK, PK/LDH-coupled NADH absorbance 340 nm; inhibition, % at 10 µM; 0.49% of 65,000 active; AID 539;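 active = top-ranked compounds by inhibition in the single 10 µM screen, taking a fixed number of the strongest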;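 note: 0% = full reaction with DMSO carrier and 100% = background rate without enzyme reaction; no value below 0 was filed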
# HT1080 viability = cytotoxicity in HT1080 fibrosarcoma cells, cell-based, fluorescence readout (AID 620). 0.42% of 87,000 active. one-dose cytotoxicity, % at 10 µM; EC50 in µM for titrated hits. HT1080 viability, fluorescence; higher % means a stronger effect;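 note: cells exposed to compound overnight then 4 h with Alamar Blue; 0% = vehicle DMSO and 100% = killing control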
# TNAP inhibition = inhibition of tissue-nonspecific alkaline phosphatase – biochemical, luminescent (AID 518); purified TNAP enzyme, luminescent substrate readout; higher % means a stronger effect; inhibition, % at 20 µM; hits with a dose series show IC50 in µM; 0.09% of 64,000 active; in the data active = a potency from the dose series; inactive = the rest, 99 in 100 with inhibition below about 22%;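 note: plate controls were vehicle for no effect and reference inhibitor for full effect; many of its hits are not listed in these tables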
# Bfl-1 displacement = displacement of Bid BH3 peptide from Bfl-1 – biochemical, fluorescence polarization, FITC-Bid, mouse, primary screen (AID 432); FITC-Bid BH3 peptide fluorescence polarization displacement; higher % means a stronger effect; one-dose displacement, % at 20 µM; IC50 in µM for titrated hits; 0.02% of 64,000 active; in the data active = a potency from the dose series; inactive = the rest, 99 in 100 with displacement below about 15%; note: strong numbers were not always called active
# HPDE-C7 viability = cytotoxicity in HPDE-C7 cells, cell-based, fluorescence, HTS (AID 430) | HPDE-C7 pancreatic duct cells viability, fluorescence; higher % means a stronger effect | cytotoxicity, % at 10 µM, or EC50 in µM where a hit was titrated | 1.8% of 63,000 active;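 note: cells exposed to compound for 48 hours before viability readout; 0% = vehicle and 100% = reference cytotoxic drug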
# Spn PMK inh pilot replicates = recorded beside Spn PMK inh, whose call it bears; inhibition, %; measured here: pilot screen replicates
# MK inhibit pilot replicates = second read-out of MK inhibit, no call of its own (marks repeat the call); inhibition, %; measured here: pilot screen replicates
# DPM-DC inhibit pilot screen % = also measured in DPM-DC inhibit; calls as there; inhibition, %; measured here: pilot screen trials
# * = called active by the depositor; i = inactive; · = no result given. Cut-off read from the data, not from the text of the source, unless noted: active = cytotoxicity above about 50%; inactive = the rest. Outcome played no part in choosing rows; 3.3% or so of the library scored in one or more.
SMILES,DPM-DC inhibit,MK inhibit,KRASV12 cytotoxicity,LYP phosphatase,Spn PMK inh,HT1080 viability,TNAP inhibition,Bfl-1 displacement,HPDE-C7 viability,others
O=C(CSc1nc2ccccc2[nH]1)Nc1cc(C(F)(F)F)ccc1N1CCOCC1,i,14,8%,1%,3,-2%,16%,-7%,12%,
O=C(NCCC1=CCCCC1)C1CCN(S(=O)(=O)c2cccc3nsnc23)CC1,i,9,0%,-2%,9,2%,6%,-5%,-8%,Spn PMK inh pilot replicates=4.5;MK inhibit pilot replicates=0.0;DPM-DC inhibit pilot screen %=0.0
Cc1ccc2c(c1)N(CC(=O)Nc1ccc3c(c1)OCCO3)C(=O)CO2,i,0,-22%,·,1,0%,12%,-5%,-8%,Spn PMK inh pilot replicates=1.5;MK inhibit pilot replicates=2.0;DPM-DC inhibit pilot screen %=0.5
COc1ccc2c(c1)-c1nc(NC(=O)c3cccs3)sc1CC2,i,4,80%*,·,13,24%,8%,3%,47%,
Cc1ccc(-c2cc(C(F)F)nc(NCC3CCCO3)n2)cc1 (stereo not given),i,6,-14%,14%,16,-3%,17%,-3%,-17%,Spn PMK inh pilot replicates=6.5;MK inhibit pilot replicates=4.0;DPM-DC inhibit pilot screen %=12
O=C(Nc1ccccc1NC(=O)c1c(F)c(F)c(F)c(F)c1F)c1c(F)c(F)c(F)c(F)c1F,i,11,17µM*,4%,4,3%,4%,-9%,12µM*,
CCOC(=O)/C(C#N)=C(/C)c1ccc(OC)cc1,i,4,-6%,13%,3,-5%,9%,-6%,-9%,Spn PMK inh pilot replicates=5.0;MK inhibit pilot replicates=0.5;DPM-DC inhibit pilot screen %=1.5
c1ccc(-c2cnc(CSc3ncnc4sccc34)o2)cc1,i,0,7%,-5%,17,-5%,10%,2%,-9%,Spn PMK inh pilot replicates=0.0;MK inhibit pilot replicates=0.0;DPM-DC inhibit pilot screen %=0.0
Cc1ccccc1OCCCCCn1ccnc1,i,0,9%,·,4,-10%,6%,6%,16%,
COc1cc2[nH]c(=S)n(Cc3ccc(C)o3)c(=O)c2cc1OC,i,4,-5%,16%,10,3%,8%,-3%,-5%,
O=C(COCCOCC(=O)N(c1ccccn1)C1CCCCC1)N(c1ccccn1)C1CCCCC1,i,11,-24%,6%,0,-6%,4%,0%,-50%,
Cc1nc(-c2ccccc2)nc2[nH]c(=O)n(-c3ccccc3)c(=O)c12,i,2,-1%,16%,6,·,10%,0%,-6%,
O=C(NCn1ccc(=O)[nH]c1=S)c1ccccc1,i,10,-6%,-4%,13,16%,6%,0%,-6%,
O=C1C(C=Nc2ccccc2O)=C(O)c2ccccc21,i,1,14%,8%,8,29%,10%,-3%,5%,
O=C(NC1CCCC1)C1CC(c2ccc(F)cc2)=NO1 (stereo not given),i,0,-6%,20%,14,3%,7%,2%,-3%,

# The last three entries of the section before come first, to join the parts.
SMILES,DPM-DC inhibit,MK inhibit,KRASV12 cytotoxicity,LYP phosphatase,Spn PMK inh,HT1080 viability,TNAP inhibition,Bfl-1 displacement,HPDE-C7 viability,others
O=C(NCn1ccc(=O)[nH]c1=S)c1ccccc1,i,10,-6%,-4%,13,16%,6%,0%,-6%,
O=C1C(C=Nc2ccccc2O)=C(O)c2ccccc21,i,1,14%,8%,8,29%,10%,-3%,5%,
O=C(NC1CCCC1)C1CC(c2ccc(F)cc2)=NO1 (stereo not given),i,0,-6%,20%,14,3%,7%,2%,-3%,
CC1CC(C)CN(CCCNC(=O)C2CCC(=O)N2C2CCCC2)C1 (stereo not given),i,5,4%,9%,13,5%,6%,-8%,-9%,
COc1cccc(C2NC(=O)NC(C)=C2C(=O)OCCSC)c1OC (stereo not given),i,5,5%,·,4,-4%,14%,-14%,2%,
COCCNC(=O)CN1CCC(n2c(C)nc3cc(C(F)(F)F)ccc32)CC1,i,0,-5%,-6%,8,-5%,9%,-4%,-15%,
O=C1c2ccccc2-c2c1nc1c([n+]2[O-])CCCC1,i,12,3%,3%,14,-21%,13%,7%,-10%,
Cn1c(Cn2cnc(Cl)c2Cl)nc2ccccc21,i,7,9%,-7%,0,7%,8%,4%,8%,
Cc1cc(C)n(-c2ccc(C(=O)Nc3ccccn3)cc2)n1,i,5,-1%,·,9,5%,10%,-2%,-16%,
O=C1OC(N2CCN(Cc3ccccc3)CC2)c2ccccc21 (stereo not given),i,11,·,-5%,13,4%,·,·,·,
O=C(Nc1sccc1C(=O)NCc1ccco1)c1cccnc1,i,9,4%,·,10,-6%,10%,-4%,-12%,Spn PMK inh pilot replicates=2.0;MK inhibit pilot replicates=0.0;DPM-DC inhibit pilot screen %=0.0
CC(=O)N(C)c1ccc(NC(=O)c2ccco2)cc1,i,2,-16%,7%,4,8%,9%,3%,-5%,
O=C(NCc1ccccc1)c1cc(-c2cccc(O)c2)on1,i,14,-4%,-10%,8,-2%,2%,-3%,-13%,
CC(=O)Nc1ccc(N2CCN(Cc3ccccc3F)CC2)cc1,i,14,11%,11%,1,1%,7%,-12%,7%,Spn PMK inh pilot replicates=4.0;MK inhibit pilot replicates=0.5;DPM-DC inhibit pilot screen %=2.5
Cc1ccc2cc3cc(C(=O)N4CCN(C(=O)c5ccco5)CC4)sc3nc2c1,i,0,6%,23%,20,0%,1%,-7%,-1%,
CCOC(=O)CCn1nc(-c2ccc(Cl)cc2)cc1N,i,6,0%,11%,13,33%,8%,1%,-8%,
Oc1ccc2[nH]ccc2c1,i,7,·,1%,7,6%,14%,10%,·,
O=C(Cn1ncc2ccccc21)N1CCc2ccccc21,i,0,9%,10%,14,6%,9%,0%,6%,

# Structural class: the compounds so far containing an aryl thioether with sulfur outside any ring (two)
SMILES,DPM-DC inhibit,MK inhibit,KRASV12 cytotoxicity,LYP phosphatase,Spn PMK inh,HT1080 viability,TNAP inhibition,Bfl-1 displacement,HPDE-C7 viability,others
O=C(CSc1nc2ccccc2[nH]1)Nc1cc(C(F)(F)F)ccc1N1CCOCC1,i,14,8%,1%,3,-2%,16%,-7%,12%,
c1ccc(-c2cnc(CSc3ncnc4sccc34)o2)cc1,i,0,7%,-5%,17,-5%,10%,2%,-9%,Spn PMK inh pilot replicates=0.0;MK inhibit pilot replicates=0.0;DPM-DC inhibit pilot screen %=0.0

# Next section:
SMILES,DPM-DC inhibit,MK inhibit,KRASV12 cytotoxicity,LYP phosphatase,Spn PMK inh,HT1080 viability,TNAP inhibition,Bfl-1 displacement,HPDE-C7 viability,others
Cc1cc(NC(=O)c2ccc(S(=O)(=O)N3CCOCC3)cc2)nc2c1c(=O)oc1ccccc12,i,0,-16%,·,0,·,5%,0%,-31%,
Cc1cccc(C(=O)NC2CC(C)(C)NC(C)(C)C2)c1,i,0,-3%,-2%,24,-15%,1%,-2%,-3%,
CC(=O)Nc1ccc(OC(=O)c2cccnc2)cc1,i,8,2%,15%,11,10%,5%,8%,2%,Spn PMK inh pilot replicates=8.5;MK inhibit pilot replicates=1.5;DPM-DC inhibit pilot screen %=0.5
O=C(c1ccc(Cn2c(=O)[nH]c3ccccc3c2=O)cc1)N1CCN(c2ccc(Cl)cc2)CC1,i,7,26%,0%,10,-6%,11%,7%,35%,
CC1Cn2c(COc3ccccc3)nnc2S1 (stereo not given),i,10,-11%,25%,12,-2%,1%,4%,-15%,
O=C(C1CCCCC1)N1CCN(C(=O)C2CCCCC2)CC1,i,9,-3%,0%,3,-3%,12%,7%,-5%,
CCn1c(COc2ccc(C)cc2)nnc1SCC(=O)Nc1ccc(S(N)(=O)=O)cc1,i,0,-11%,-26%,0,-3%,17%,-1%,-10%,
CCOc1ccc(N(CC(=O)NCc2ccco2)S(C)(=O)=O)cc1,i,6,-6%,18%,3,-7%,12%,-10%,-8%,
CCOC(=O)c1c(C)oc2c1c(C=NCc1ccccn1)c(O)c1ccccc12,i,1,99%*,11%,12,5%,19%,2%,91%*,Spn PMK inh pilot replicates=5.0;MK inhibit pilot replicates=0.0;DPM-DC inhibit pilot screen %=0.0
Cc1onc(-c2ccccc2Cl)c1C(=O)NCC1CCCO1 (stereo not given),i,7,-17%,4%,1,0%,0%,-3%,-16%,
CC(C)Oc1ccccc1C1CC(=O)Nc2cc3c(cc21)OCCO3 (stereo not given),i,11,46%,0%,3,70%*,1%,2%,56%*,
Cc1cc(NC(=O)CSc2ccc3nnc(-c4cccnc4)n3n2)no1,i,5,-9%,0%,0,10%,-5%,3%,-13%,
O=P(OC1CCS(=O)(=O)C1)(c1ccccc1)c1ccccc1 (stereo not given),i,6,-6%,-9%,10,23%,7%,5%,2%,
O=C(Nc1ncc(Br)s1)C(Cc1ccccc1)n1cccc1 (stereo not given),i,9,13µM*,10%,0,-1%,8%,-7%,12µM*,
Cc1ccc2cccc(Oc3nnnn3-c3ccccc3)c2n1,i,3,8%,·,6,4%,9%,4%,2%,
O=C(O)CCc1ccc(-c2ccc(Br)cc2)n1Cc1ccco1,i,5,19%,-6%,1,5%,11%,0%,15%,
Cc1c(C(=O)Nc2ccccc2)oc2c1C(=O)CC(C)(C)C2,i,9,10%,-2%,0,-17%,1%,5%,-2%,
CCCc1nc2ccccc2c(=O)n1NC(=O)c1c(O)c2ccccc2[nH]c1=O,i,9,22%,·,5,-2%,1%,1%,9%,
